Screening results deposited in PubChem by several laboratories.
RBBP9 inh = human RBBP9 hydrolase inhibition. O75884. recombinant RBBP9, FP-Rh probe fluorescence polarization. inhibition, % at 7.94 µM. actives 0.2% (n = 220,000). AID 1515;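 active = inhibition above the campaign mean of all tested compounds plus 3 SD, cut at about 14% in these data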;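 also: plate controls were DMSO wells with RBBP9 for no effect and wells lacking RBBP9 protein for full effect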
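system = RBBP9 protein | input = RBBP9 at 2.5 µM in dispensed solution, before mixing | measured by = fluorescence polarization (mP), excitation 525 nm, emission 598 nm | incubation = enzyme-compound preincubation 30 min, then probe labeling 45 min, 25 °C | buffer or medium = Tris-NaCl-Pluronic buffer, pH 8.0 | compound = single dose 7.94 µM | also added = FP-Rh probe, 375 nM dispensing solution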
EP2 antag = inhibitors of human EP2 prostaglandin E2 receptor. P43116. C6 glioma cells expressing human EP2, cAMP TR-FRET; cells stimulated with saturating PGE2. inhibition, % at 25 µM. actives 0.52% (n = 260,000). AID 1422;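 active = percent inhibition above 40 after rounding to a whole number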;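 also: rat C6 glioma host cells with rolipram phosphodiesterase inhibitor present; the protocol text gives 20 µM as final concentration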
Ba/F3 V617F tox = reduce viability of Ba/F3 cells dependent on JAK2V617F; Ba/F3 EpoR-JAK2V617F viability, ATP luminescence; inhibition, % at 5.6 µM; actives 1.1% (n = 220,000); AID 1446;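 active = inhibition above the campaign mean plus 3 SD over all tested compounds, cut at about 24% in these data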;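 also: cytokine-independent growth of Ba/F3 cells driven by EpoR plus mutant JAK2; 0% = DMSO-treated cells and 100% = JAK inhibitor I control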
NCF1 inh = p47phox (human) inhibition. AID 1274. P14598. p47phox/p22phox peptide binding, fluorescence polarization, 2 h. actives 0.53% (n = 220,000). inhibition, % at 24.7 µM;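 active = inhibition above about 30%, limit read from the data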;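 also: 0% = p47phox with labelled peptide and 100% = labelled peptide alone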
Tb hexokinase = T. brucei hexokinase 1 inhibition; AID 1430; inhibition, % at 10 µM; actives 0.11% (n = 220,000); recombinant TbHK1, G6PDH-coupled NADH A340;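 active = inhibition of 50% or more in the single-dose primary screen; inactive = inhibition below 50%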
BaF3 tox = counter-screen for JAK2V617F inhibitors: parental Ba/F3 viability inhibitors; actives 1.1% (n = 220,000); CellTiter-Glo ATP luminescence; AID 1486; inhibition, % at 5.6 µM;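 active = inhibition above a per-campaign cutoff, the mean inhibition of all tested compounds plus 3 SD, cut at about 27% in these data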;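 also: 0% = DMSO wells and 100% = JAK Inhibitor I control wells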
p97 inhibitor = inhibitors of human p97 ATPase | AID 1481 | recombinant p97 ATPase, Kinase-Glo ATP luminescence, 3 h | actives 0.42% (n = 220,000) | inhibition, % at 8 µM | P55072; in the data active = inhibition above about 15%;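 also: 0% = DMSO vehicle and 100% = wells lacking enzyme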
PPC-1+TRAIL kill = kills PPC-1 cancer cells in the presence of TRAIL | PPC-1 cells + TRAIL, ATPLite viability luminescence | cell killing (% activity), % at 4 µM | actives 0.41% (n = 220,000) | AID 1443;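 active = cell killing above 50% in the first pass at 4 µM, then a duplicate retest at 5 µM averaging 50% or more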;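 also: plate controls were cells with TRAIL plus DMSO for no effect and medium-only wells lacking cells for full effect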
Furin inhibitor = human furin inhibition; P09958; purified furin, fluorogenic substrate cleavage; inhibition, % at 30 µM; actives 0.061% (n = 220,000); in the data active = inhibition above about 25%; also: inactives centre near -15
Target sequence (P09958 108-714 limits assumed): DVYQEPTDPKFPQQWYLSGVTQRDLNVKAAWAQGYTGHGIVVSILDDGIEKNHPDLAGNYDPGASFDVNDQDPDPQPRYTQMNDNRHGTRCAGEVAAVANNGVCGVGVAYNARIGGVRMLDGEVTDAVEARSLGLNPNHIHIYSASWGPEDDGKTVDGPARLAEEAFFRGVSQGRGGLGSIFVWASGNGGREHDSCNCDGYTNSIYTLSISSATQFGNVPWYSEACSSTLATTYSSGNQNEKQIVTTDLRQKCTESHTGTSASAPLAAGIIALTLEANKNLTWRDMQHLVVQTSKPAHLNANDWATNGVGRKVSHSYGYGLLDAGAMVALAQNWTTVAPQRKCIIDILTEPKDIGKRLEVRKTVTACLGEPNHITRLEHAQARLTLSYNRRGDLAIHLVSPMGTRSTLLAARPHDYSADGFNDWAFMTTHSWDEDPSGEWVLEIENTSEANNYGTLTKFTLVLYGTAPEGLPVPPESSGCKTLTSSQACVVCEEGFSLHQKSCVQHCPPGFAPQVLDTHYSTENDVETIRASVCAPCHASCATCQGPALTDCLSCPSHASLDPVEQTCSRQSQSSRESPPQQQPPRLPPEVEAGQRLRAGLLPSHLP
* = called active by the depositor; · = no result given; & = joins results of further samples; [ ] = remark or other dose. Only part of the results is shown. The share of hits here may be higher or lower than overall.

1: Cc1nc2ccccc2c2oc(C(=O)N3CCc4ccccc43)cc12
2: N#CCc1nn2c3c(cnc2c1C#N)C(=O)CCC3
3: CCOP(=O)(/C(C#N)=C(\C)O)c1ccccc1 (stereo unspecified)
4: COc1ccc(/C(C)=N/NC(=O)c2sccc2-n2cccc2)cc1
5: CCOc1ccccc1N1CCN(C(=O)C(F)(F)F)CC1
6: CCn1c2ccccc2c2cc(NC(=O)COC(=O)c3cc(S(=O)(=O)N4CCCCC4)ccc3Cl)ccc21
Assay by compound	1	2	3	4	5	6
p97 inhibitor	3	5	-7	-5	9	4
Furin inhibitor	-21	-30	2	-23	-18[20 µM]	-3
RBBP9 inh	-2	-2	-4	-3	-7	-8
PPC-1+TRAIL kill	26	3	14	16	0	26
EP2 antag	11	11	5	1	9	3
Ba/F3 V617F tox	-2	2	7	2	-3	-1
BaF3 tox	1	4	81*	3	4	8
Tb hexokinase	-35	-8	8	-3	-2	6
NCF1 inh	-7	-14	0	-2	-14	-19

From entry 1 up to 6, copied from above:
1: Cc1nc2ccccc2c2oc(C(=O)N3CCc4ccccc43)cc12
2: N#CCc1nn2c3c(cnc2c1C#N)C(=O)CCC3
3: CCOP(=O)(/C(C#N)=C(\C)O)c1ccccc1 (stereo unspecified)
4: COc1ccc(/C(C)=N/NC(=O)c2sccc2-n2cccc2)cc1
5: CCOc1ccccc1N1CCN(C(=O)C(F)(F)F)CC1
6: CCn1c2ccccc2c2cc(NC(=O)COC(=O)c3cc(S(=O)(=O)N4CCCCC4)ccc3Cl)ccc21
Assay by compound	1	2	3	4	5	6
p97 inhibitor	3	5	-7	-5	9	4
Furin inhibitor	-21	-30	2	-23	-18[20 µM]	-3
RBBP9 inh	-2	-2	-4	-3	-7	-8
PPC-1+TRAIL kill	26	3	14	16	0	26
EP2 antag	11	11	5	1	9	3
Ba/F3 V617F tox	-2	2	7	2	-3	-1
BaF3 tox	1	4	81*	3	4	8
Tb hexokinase	-35	-8	8	-3	-2	6
NCF1 inh	-7	-14	0	-2	-14	-19

Later entries:
7: COc1cccc2c(SCC(=O)N/N=C/c3ccc(O)cc3O)cc(C)nc12
8: c1ccc(-n2ncc3c(NCc4ccco4)ncnc32)cc1
9: Cc1cc(-c2ccccc2)nc2cc(C(=O)NCCCn3ccnc3)nn12
10: CC1SC(C)C(=O)N(CC(=O)NCc2ccc(F)cc2)C1=O (stereo unspecified)
11: CN(C)/C=C(/C(=O)c1ccc(Cl)cc1)S(C)(=O)=O
12: COc1ccc(C(=O)Nc2ccccc2NC(=O)c2ccco2)cc1OC
Assay by compound	7	8	9	10	11	12
p97 inhibitor	-1	2	2	1	4	5
Furin inhibitor	-12	-17[20 µM]	-13	-16	-19	-20
RBBP9 inh	-9	-1	-6	-7	0	-5
PPC-1+TRAIL kill	22	19	17	-15	17	11
EP2 antag	7	11	5	8	7	13&7
Ba/F3 V617F tox	2	2	1	-2	-2	-3
BaF3 tox	2	6	4	2	0	6
Tb hexokinase	-9	3	-14	-7	-8	0
NCF1 inh	-5	2	0	-3	4	-5

13: Cc1cccc(N2CCN(C(c3ccc(N(C)C)cc3)c3nnnn3C(C)(C)C)CC2)c1C (stereo unspecified)
14: CN(C)c1ccnc(-n2cccc2/C=N/OCc2cccc(F)c2)c1C#N
15: COc1ccc(Cc2nnc(NC(=O)CSc3ccc(Cl)cc3)s2)cc1OC
16: CC(C)N1CC(C(=O)Nc2nc3ccccc3s2)CC1=O (stereo unspecified)
17: CC(C)c1ccc(C2C3=C(CC(C)(C)CC3=O)NC3=C2C(=O)c2ccccc23)cc1 (stereo unspecified)
18: Cc1ccc2c(c1)c1c(n2CC2COC(C)(C)O2)C(=O)CCC1 (stereo unspecified)
Assay by compound	13	14	15	16	17	18
p97 inhibitor	0	-7	-6	-3	7	-2
Furin inhibitor	-18[20 µM]	-21[20 µM]	-14	-10[20 µM]	-19[20 µM]	-16
RBBP9 inh	-6	0	3	2	2	-6
PPC-1+TRAIL kill	7	7	22	8	31	12
EP2 antag	11	9	8	6	5	4
Ba/F3 V617F tox	2	3	1	0	1	4
BaF3 tox	3	8	8	3	6	8
Tb hexokinase	-23	-14	-7	1	-3	-6
NCF1 inh	-20	-5	-6	-8	-4	-7

19: CCOC(=O)c1ccc(Nc2sc(C(=O)c3cccc([N+](=O)[O-])c3)c(N)c2C#N)cc1
20: CC(C)(C)c1ccc2c(c1)C(=O)c1ccccc1C2=O
21: Cc1cccc(OCC(=O)Nc2ccc(S(=O)(=O)N3CCCC3)cc2)c1
22: COc1cc(NC(=O)CSCC(=O)Nc2cccc(C(F)(F)F)c2)c(Cl)cc1Cl
23: CN(C)c1ncc(C2=C(Cl)C(=O)C(N3CCCC3)=C(Cl)C2=O)s1
24: Fc1ccc(N/N=C2/CC(c3ccccc3)Oc3ccccc32)c(F)c1 (stereo unspecified)
Assay by compound	19	20	21	22	23	24
p97 inhibitor	0	6	-5	0	10	-3
Furin inhibitor	-2	-17	-16	-10	-2[20 µM]	-2
RBBP9 inh	-10	-4	-10	-12	12	-3
PPC-1+TRAIL kill	5	24	4	20	·	24
EP2 antag	12	9	·	3	36	5
Ba/F3 V617F tox	0	-1	-1	-3	1	-1
BaF3 tox	-1	2	1	0	9	11
Tb hexokinase	-71	-2	0	5	-10	26
NCF1 inh	-24	-1	-8	-10	1	-5

2 records picked at random from those above:
10: CC1SC(C)C(=O)N(CC(=O)NCc2ccc(F)cc2)C1=O (stereo unspecified)
5: CCOc1ccccc1N1CCN(C(=O)C(F)(F)F)CC1
Assay by compound	10	5
p97 inhibitor	1	9
Furin inhibitor	-16	-18[20 µM]
RBBP9 inh	-7	-7
PPC-1+TRAIL kill	-15	0
EP2 antag	8	9
Ba/F3 V617F tox	-2	-3
BaF3 tox	2	4
Tb hexokinase	-7	-2
NCF1 inh	-3	-14

A few values from the list:
Reading for CCOC(=O)c1ccc(Nc2sc(C(=O)c3cccc([N+](=O)[O-])c3)c(N)c2C#N)cc1 in PPC-1+TRAIL kill: 5
Reading for Cc1cccc(OCC(=O)Nc2ccc(S(=O)(=O)N3CCCC3)cc2)c1 in NCF1 inh: -8
Reading for COc1cc(NC(=O)CSCC(=O)Nc2cccc(C(F)(F)F)c2)c(Cl)cc1Cl in PPC-1+TRAIL kill: 20
Reading for CN(C)c1ncc(C2=C(Cl)C(=O)C(N3CCCC3)=C(Cl)C2=O)s1 in RBBP9 inh: 12
